TR SRC2 fluor cs – counter-screen for TRb-SRC2 inhibitors: fluorescence interference. 0.29% of 280,000 active. Potency, µM (series often up to 106 µM), without a hit: at the highest dose fluorescence change, negative = quenching. AID 1479. TRb/SRC2 Texas Red total fluorescence interference; active means well fitted curve in either direction with a large enough effect; inconclusive means small, poorly fitted or top-dose-only effect; further: potency means the concentration at half of the fitted maximal effect; on the % scale 0 is the no-effect control and ±100 the full control effect
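Human TRb ligand-binding domain at 0.6 uM with 20 nM Texas Red SRC2 peptide in Tris buffer containing 1 uM T3 and 5% DMSO, incubated with compound 5 h at ambient temperature. Total fluorescence (555/632 nm) calculated as parallel + 2 × perpendicular.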
NPSR antagonist – blocks cAMP signaling of the human neuropeptide S receptor | AID 1461 | 1% of 220,000 active | CHO-NPSR cells, cAMP TR-FRET, antagonist mode | Q6W5P4 | Potency, µM (titrated, usually from 38.3 µM), inactives show top-dose activity change, negative = inhibition, actives largely listed as inhibitors; further: potency means the concentration at half of the fitted maximal effect; on the % scale 0 is the no-effect control and ±100 the full control effect; nearly all actives have a fitted effect of over 50% in size; many of its hits are not listed in these tables
Target sequence (Q6W5P4 whole entry, looked up): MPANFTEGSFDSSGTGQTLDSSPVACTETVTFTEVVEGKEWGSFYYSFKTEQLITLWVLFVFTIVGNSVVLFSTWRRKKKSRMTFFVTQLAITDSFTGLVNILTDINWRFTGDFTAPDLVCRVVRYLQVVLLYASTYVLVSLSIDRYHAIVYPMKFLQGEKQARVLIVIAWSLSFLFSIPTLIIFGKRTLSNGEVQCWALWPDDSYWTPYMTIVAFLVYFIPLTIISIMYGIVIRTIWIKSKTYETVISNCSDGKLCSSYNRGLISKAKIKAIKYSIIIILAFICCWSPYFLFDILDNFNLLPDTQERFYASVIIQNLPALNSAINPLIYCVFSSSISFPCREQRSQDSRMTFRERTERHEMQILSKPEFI
Tau fluor cs – counter-screen for tau fibril formation inhibitors; Potency, µM (series often up to 57.7 µM), for the others: at the top dose activity change, negative = decrease; tau K18 P301L Alexa594 fluorescence, heparin fibrillization; 0.93% of 280,000 active; further: potency means the concentration at half of the fitted maximal effect; on the % scale 0 is the no-effect control and ±100 the full control effect; nearly all actives have a fitted effect of over 55% in size
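Human tau K18 P301L (15 uM unlabeled, 0.24 uM Alexa 594-labeled) in 100 mM sodium acetate pH 7 with 20 uM heparin, 6 hr at 37 C. ThT 30 uM added, 1 hr ambient; Alexa 594 FP and total fluorescence read at 555/632 nm.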
aGal spleen mod – inhibits or activates alpha-galactosidase in human spleen homogenate. Potency, µM (titrated, usually from 80 µM), for the others: at the highest dose activity change, negative = inhibition, usual class: inhibitors. 0.008% of 240,000 active. P06280. human spleen homogenate, 4MU-alpha-Gal fluorescence, 40 min;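 further: potency means the concentration at half of the fitted maximal effect; 0% = enzyme with vehicle and -100% = no enzyme basal signal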
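qHTS titration in buffer at pH 5.0. Alpha-galactosidase activity in spleen homogenate was measured via 4-methylumbelliferone release from 1 mM fluorogenic substrate after 40 min at 37C and a pH 10 stop. AC50 came from Hill fits of control-normalized data.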
Tau FP inhib – tau fibrillization inhibition (FP). P10636. K18 P301L tau heparin fibrillization, Alexa594 FP, 6 h. Potency, µM (highest dose often 57.7 µM), without a hit: at the highest dose activity, negative = inhibition, actives largely listed as inhibitors. 0.39% of 280,000 active; further: potency means the concentration at half of the fitted maximal effect; on the % scale 0 is the no-effect control and ±100 the full control effect; nearly all actives have a fitted effect of over 55% in size
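Recombinant K18 P301L […], labeled with Alexa 594 at 0.24 uM over 15 uM unlabeled; heparin inducer 20 uM final; 37 C, 6 hr; FP endpoint.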
Epigenetic derep – regulators of epigenetic silencing causing reporter derepression in mouse cells; murine LDR cells, GFP reporter derepression, 30 h; Potency, µM (doses to about 53.9 µM), for inactives: at the top dose GFP activation, most hits filed as activators; 0.2% of 280,000 active; further: potency means the concentration at half of the fitted maximal effect; % of control where 0% means no effect; nearly all actives have a fitted effect of over 60% in size
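Derepression of a silenced CMV-GFP reporter in murine LDR cells is scored by enumerating GFP-positive cells with a laser-scanning microplate cytometer after 30 hours of treatment at 37 C.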
TRb SRC2 PPI – inhibitors of human thyroid hormone receptor beta-SRC2 interaction | P10828 | Potency, µM (series often up to 106 µM), inactives show at the top dose activity change, negative = inhibition, most hits filed as inhibitors | TRbeta-SRC2 peptide binding, fluorescence polarization; receptor liganded with 1 µM T3 | 0.065% of 280,000 active;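 further: potency means the concentration at half of the fitted maximal effect; plate controls were bound peptide for no effect and peptide without receptor for full effect; nearly all actives have a fitted effect of over 50% in size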
Target sequence (P10828 whole entry, looked up): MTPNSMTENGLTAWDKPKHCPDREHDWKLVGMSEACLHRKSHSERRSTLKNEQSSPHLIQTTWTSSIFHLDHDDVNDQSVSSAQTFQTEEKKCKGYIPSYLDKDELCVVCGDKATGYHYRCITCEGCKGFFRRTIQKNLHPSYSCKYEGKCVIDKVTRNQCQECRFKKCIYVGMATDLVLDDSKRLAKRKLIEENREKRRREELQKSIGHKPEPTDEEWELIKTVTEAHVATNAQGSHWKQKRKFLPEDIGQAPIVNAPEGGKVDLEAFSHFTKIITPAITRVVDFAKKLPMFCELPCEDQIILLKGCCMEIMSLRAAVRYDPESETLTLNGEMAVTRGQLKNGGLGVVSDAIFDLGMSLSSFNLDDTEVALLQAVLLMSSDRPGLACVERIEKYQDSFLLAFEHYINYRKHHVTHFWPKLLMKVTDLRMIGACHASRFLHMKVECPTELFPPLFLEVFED
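Each compound concentration gave % activity, normalized to unbound and bound Texas Red SRC2 controls, from polarization read after 5 hr ambient incubation with T3-loaded human TRb LBD.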
CBFb-RUNX1 inh – inhibitors of human CBF-beta and RUNX1 interaction; Potency, µM (doses to about 59.8 µM), for inactives: top-dose activity, negative = inhibition, usual class: inhibitors; AID 1477; 230,000 tested, under 10 active; AlphaScreen CBFb-His/RUNX1-biotin binding, biochemical; further: % of control where 0% means no effect
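Interaction loss through any mechanism counts as activity. Pre-formed complex of His-CBF-beta and biotin-RUNX1 (30 nM apiece) is incubated with compound 15 min, then with 50 ng nickel and 50 ng streptavidin beads for 90 min before AlphaScreen detection.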
* marks the source's active call; other numbers are inactive results; ? = inconclusive; . = not tested or not shown; [ ] = remark or other dose. Unless noted, the call rests on the fitted dose curve; in most records, active means well fitted curve in the direction sought with a large enough effect; inconclusive means small, poorly fitted or top-dose-only effect, or another doubt; inactive means no such curve, though single readings can be large; an effect the other way counts as inactive or inconclusive. An excerpt, so the mix of outcomes need not match the whole.

item | SMILES | TR SRC2 fluor cs | NPSR antagonist | Tau fluor cs | aGal spleen mod
1 | O=C1c2ccccc2NC(c2ccccc2Br)N1CCCN1CCOCC1 (stereo not given) | 3% | -3%[46.1 µM] | 6% | 0%
2 | CCc1nnc(NC(=O)CSc2ncnc3c2cnn3-c2ccc(OC)cc2)s1 | -5% | -3%[46.1 µM] | -8% | -10%
3 | COc1cc([N+](=O)[O-])cc(/C=N/NC(=O)c2cncc(Br)c2)c1O | -11% | 5%[7.67 µM] | -16% | 8%
4 | Cc1noc(C)c1-c1cc(Nc2ccc(F)cc2)ncn1 | -4% | . | -21% | 15%
5 | CCCCC(CC)Cn1c2nc3ccccc3nc2c2c(=N)oc(C)nc21 (stereo not given) | 2% | -28%[46.1 µM] | 1% | -1%
6 | C=CCNc1nc(NCC)nc(N2CCOCC2)n1 | -1% | 3%[46.1 µM] | 1% | -11%
7 | Cc1ccccc1Cn1cc(S(=O)(=O)CC(=O)N2CCCCC2)c2ccccc21 | 4% | -18% | 0% | -10%
8 | CCN(CC(=O)Nc1ccc2c(c1)OCCO2)S(=O)(=O)c1cccs1 | 0% | 1%[46.1 µM] | -2% | -1%
9 | COc1ccc2ccccc2c1/C=N/NC(=O)c1sc(N)c(C#N)c1C | 2% | -10% | ? | 8%
10 | CN(C)CCCN(C(=O)COc1ccccc1)c1nc2c(F)cccc2s1 | 0% | 4% | -4% | -2%
11 | O=C(NCc1ccccc1)c1csc2c1CCCCC2 | -2% | -15%[46.1 µM] | -19% | -4%
12 | O=C(Cc1ccc(F)cc1)Nc1cccc2cccnc12 | -5% | -9% | -5% | 0%
13 | Cc1nc2c(Br)c3nc(C(F)(F)F)[nH]c3c(Br)c2[nH]1 | -11% | -8%[46.1 µM] | -24% | -13%
14 | O=C(Nc1ccc(N2CCN(Cc3ccccc3)CC2)cc1)c1ncn[nH]1 | -1% | -12%[46.1 µM] | -10% | -8%
15 | CCCCC1=CC2=CC(=O)C(C)(OC(=O)CC)C(=O)C2=CN1CCCCO (stereo not given) | 1%[11.2 µM] | 1% | -6%[11.6 µM] | -3%[17.5 µM]

item | Tau FP inhib | Epigenetic derep | TRb SRC2 PPI | CBFb-RUNX1 inh
1 | 5% | -0.2% | 2% | -4%
2 | 1% | -1.6% | -3% | -9%
3 | 4% | 1.1% | 2% | .
4 | 0% | 0.1% | -1% | .
5 | 8% | 13% | 0% | 4%
6 | 3% | -2.3% | -4% | -4%
7 | -7% | -1.0% | -2% | 6%
8 | 1% | -2.0% | 8% | 0%
9 | 8% | 2.8% | 6% | -9%
10 | 1% | 1.3% | -5% | -6%
11 | -5% | -2.9% | 11% | 4%
12 | -2% | 1.1% | 0% | 0%
13 | ? | -1.1% | 7% | -9%
14 | 4% | -1.1% | 0% | 6%
15 | -12%[11.6 µM] | 0.9% | 9%[11.2 µM] | 7%[13.1 µM]

For convenience, some entries already given:
item | SMILES | TR SRC2 fluor cs | NPSR antagonist | Tau fluor cs | aGal spleen mod
1 | O=C1c2ccccc2NC(c2ccccc2Br)N1CCCN1CCOCC1 (stereo not given) | 3% | -3%[46.1 µM] | 6% | 0%
2 | CCc1nnc(NC(=O)CSc2ncnc3c2cnn3-c2ccc(OC)cc2)s1 | -5% | -3%[46.1 µM] | -8% | -10%
3 | COc1cc([N+](=O)[O-])cc(/C=N/NC(=O)c2cncc(Br)c2)c1O | -11% | 5%[7.67 µM] | -16% | 8%
4 | Cc1noc(C)c1-c1cc(Nc2ccc(F)cc2)ncn1 | -4% | . | -21% | 15%
5 | CCCCC(CC)Cn1c2nc3ccccc3nc2c2c(=N)oc(C)nc21 (stereo not given) | 2% | -28%[46.1 µM] | 1% | -1%
6 | C=CCNc1nc(NCC)nc(N2CCOCC2)n1 | -1% | 3%[46.1 µM] | 1% | -11%
7 | Cc1ccccc1Cn1cc(S(=O)(=O)CC(=O)N2CCCCC2)c2ccccc21 | 4% | -18% | 0% | -10%
8 | CCN(CC(=O)Nc1ccc2c(c1)OCCO2)S(=O)(=O)c1cccs1 | 0% | 1%[46.1 µM] | -2% | -1%
9 | COc1ccc2ccccc2c1/C=N/NC(=O)c1sc(N)c(C#N)c1C | 2% | -10% | ? | 8%
10 | CN(C)CCCN(C(=O)COc1ccccc1)c1nc2c(F)cccc2s1 | 0% | 4% | -4% | -2%

item | Tau FP inhib | Epigenetic derep | TRb SRC2 PPI | CBFb-RUNX1 inh
1 | 5% | -0.2% | 2% | -4%
2 | 1% | -1.6% | -3% | -9%
3 | 4% | 1.1% | 2% | .
4 | 0% | 0.1% | -1% | .
5 | 8% | 13% | 0% | 4%
6 | 3% | -2.3% | -4% | -4%
7 | -7% | -1.0% | -2% | 6%
8 | 1% | -2.0% | 8% | 0%
9 | 8% | 2.8% | 6% | -9%
10 | 1% | 1.3% | -5% | -6%

Remaining list, next part:
item | SMILES | TR SRC2 fluor cs | NPSR antagonist | Tau fluor cs | aGal spleen mod
16 | O=C(NCCc1cn2ccccc2n1)c1cc(COc2c(F)cccc2F)on1 | 1% | -16% | -21% | -2%
17 | COc1cccc(C2C(C)CCC3C(=O)N(C)C(C(C)C)C(=O)N32)c1 (stereo not given) | -3%[11.2 µM] | . | -4%[11.6 µM] | -10%[17.5 µM]
18 | COc1ccc(S(=O)(=O)N(C)c2ccc(C(=O)N3CCC(C(N)=O)CC3)cc2)cc1OC | 1% | 10% | 2% | 4%
19 | COC(=O)C(Cc1csc2ccc(Cl)cc12)NC(=O)c1ccc(Cl)cc1 (stereo not given) | -5% | 13%[7.67 µM] | 8% | 8%
20 | CCOc1ccc(NC(=O)c2cnn(-c3ccccc3)c2-n2cccc2)cc1 | -2% | . | -13% | .
21 | O=C(NC(=S)NCc1ccccc1)C1CCCCC1 | -3% | -14%[46.1 µM] | -12% | -1%
22 | COCCNC(=O)Cn1nc(C(F)(F)F)cc1C | -1% | 4%[46.1 µM] | -2% | 4%
23 | O=C(Nc1cc(S(=O)(=O)N2CCOCC2)ccc1N1CCOCC1)C1CCCO1 (stereo not given) | 2% | -5% | -6% | -2%
24 | COc1ccc(CCNC(=O)Cn2c(-c3ccc(F)cc3)cc(C(C)=O)c2C)cc1OC | -27% | . | -1% | .

item | Tau FP inhib | Epigenetic derep | TRb SRC2 PPI | CBFb-RUNX1 inh
16 | -11% | -0.1% | -1% | -7%
17 | 1%[11.6 µM] | -0.5%[10.1 µM] | -4%[11.2 µM] | 29%[13.1 µM]
18 | 2% | -1.0% | 5% | 12%
19 | -2% | 1.1% | -5% | 1%
20 | 4% | -3.6% | -3% | .
21 | -1% | 0.0% | -5% | 9%
22 | 6% | -0.9% | -3% | 11%
23 | 4% | 1.3% | -1% | 3%
24 | 2% | -1.1% | 3% | .

Entries of single compounds as entered above. Values in the order: TR SRC2 fluor cs | NPSR antagonist | Tau fluor cs | aGal spleen mod | Tau FP inhib | Epigenetic derep | TRb SRC2 PPI | CBFb-RUNX1 inh
O=C(NCCc1cn2ccccc2n1)c1cc(COc2c(F)cccc2F)on1 reads 1% | -16% | -21% | -2% | -11% | -0.1% | -1% | -7%
COc1cc([N+](=O)[O-])cc(/C=N/NC(=O)c2cncc(Br)c2)c1O reads -11% | 5%[7.67 µM] | -16% | 8% | 4% | 1.1% | 2% | .

Screening results (PubChem)
